High-throughput results as filed in PubChem BioAssay.
PHOSPHO1 inh – PHOSPHO1 (human) inhibition | Q8TCT1 | recombinant PHOSPHO1, absorbance phosphatase assay | inhibition, % at 13.3 µM | hit rate 1.1% among 290,000 | AID 1565; in the data active = inhibition above about 60%
CRFBP-R2 agonist – agonists of human CRF-binding protein/CRF-R2 receptor complex. activation, % at 13.2 µM. HEK293 CRF-R2/CRF-BP, calcium dye fluorescence (FLIPR); percent of saturating CRF peptide response. hit rate 0.46% among 350,000. AID 588473;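 active = activation of at least 50%, plus an integration ratio under a set limit after plate pattern correction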;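 note: plate controls were neutral control wells without compound for no effect and CRF at EC100 for full effect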
IDE cell inh – cellular human IDE inhibition. P14735. HEK cells, FAbetaB cleavage, fluorescence polarization. inhibition, % at 5.59 µM. hit rate 0.41% among 320,000. AID 434962;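 active = percent inhibition above the average of all tested compounds plus 3 SD, set per screening campaign, cut at about 16% in these data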;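 note: IDE supplied by intact live HEK cells; FP after avidin binding of uncleaved biotin substrate so inhibition keeps polarization high; 0% = DMSO wells and 100% = 60 µM reference IDE inhibitor Ii1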
Target sequence (P14735 whole entry, looked up): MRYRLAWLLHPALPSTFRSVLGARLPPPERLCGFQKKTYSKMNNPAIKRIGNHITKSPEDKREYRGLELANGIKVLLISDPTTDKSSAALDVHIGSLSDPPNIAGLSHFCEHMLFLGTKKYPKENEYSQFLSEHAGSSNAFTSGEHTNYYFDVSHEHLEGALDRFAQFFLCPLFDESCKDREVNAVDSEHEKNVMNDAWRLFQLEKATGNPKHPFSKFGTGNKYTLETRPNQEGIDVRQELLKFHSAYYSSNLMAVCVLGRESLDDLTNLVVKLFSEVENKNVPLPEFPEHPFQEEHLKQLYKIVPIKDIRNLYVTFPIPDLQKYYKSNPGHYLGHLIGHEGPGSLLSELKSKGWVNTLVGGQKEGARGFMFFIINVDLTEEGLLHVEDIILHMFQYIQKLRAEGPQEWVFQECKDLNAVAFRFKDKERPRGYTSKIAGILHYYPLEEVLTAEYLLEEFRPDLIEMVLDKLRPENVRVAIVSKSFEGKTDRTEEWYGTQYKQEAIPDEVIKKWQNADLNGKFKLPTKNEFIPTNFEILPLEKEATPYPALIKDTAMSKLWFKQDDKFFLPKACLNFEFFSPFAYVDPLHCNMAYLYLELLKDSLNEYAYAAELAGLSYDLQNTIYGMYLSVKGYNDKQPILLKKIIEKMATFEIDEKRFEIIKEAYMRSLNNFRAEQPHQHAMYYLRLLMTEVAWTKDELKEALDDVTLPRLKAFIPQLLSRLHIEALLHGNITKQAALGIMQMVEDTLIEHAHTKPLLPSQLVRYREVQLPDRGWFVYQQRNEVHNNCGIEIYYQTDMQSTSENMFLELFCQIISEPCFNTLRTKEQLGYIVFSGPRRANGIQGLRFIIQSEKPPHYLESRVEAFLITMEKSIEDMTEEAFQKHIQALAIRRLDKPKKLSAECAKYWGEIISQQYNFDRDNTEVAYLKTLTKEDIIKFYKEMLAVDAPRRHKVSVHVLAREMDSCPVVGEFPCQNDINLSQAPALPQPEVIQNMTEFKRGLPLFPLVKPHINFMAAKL
GalR3 antagonist – antagonists of human GalR3. hit rate 0.44% among 360,000. inhibition, % at 3 µM. HEK293 GalR3-CNG cAMP membrane potential fluorescence; galR3 body fused to GalR1 C-terminus. AID 651719. O60755;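 active = inhibition above the screen-wide average plus 3 SD, cut at about 13% in these data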;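 note: forskolin and galanin both at EC90 stimulate the cells; cAMP rise reported by CNG channel membrane potential dye signal; 0% = forskolin plus galanin with DMSO and 100% = forskolin alone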
p-CIP stab down – compounds decreasing mouse p/CIP protein stability; hit rate 0.01% among 290,000; decrease of EGFP signal, % at 10 µM; F442A p/CIP-EGFP cells, EGFP fluorescence, 16 h; Q05BA5; AID 1984;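 active = EGFP signal decrease of at least 30% at 10 µM or well 3 SD below plate mean, unless failing retest; inactive = the rest, including hits failing retest or dose response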; note: some compounds called inactive have numbers as strong as hits; many of its hits are not listed in these tables
MEKK3 PB1 HTS – modulators (inhibitors or enhancers) of MEK5 binding to human MEKK3 PB1 domain; Q99759; bead-based flow cytometry, Alexa488-MEK5 binding to MEKK3; actives lie on both sides; 0 = blocked by unlabeled MEK5, 100 = vehicle; binding response (% of control), % at 10 µM; hit rate 1.4% among 290,000; AID 1529;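 active = binding response more than 3 SD above or below the average of its plate-row segment, actives on both sides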;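 note: Alexa488 bead fluorescence after subtracting the streptavidin-only scavenger bead signal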
M4 PAM – potentiates acetylcholine response at human M4 receptor; hit rate 0.4% among 360,000; CHO-K1 hM4/Gqi5, Fluo-8 calcium fluorescence, ACh EC20; 0% = ACh EC20, 100% = maximal ACh; activation, % at 3 µM; P08173;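 active = activation above its plate's cutoff, the mean activation of sample wells plus 3 SD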; note: some results filed as inactive read as strong as hits
CRFR2-BP antag – antagonists of CRF-binding protein/CRF-R2 receptor complex; HEK293 CRF-R2/CRF-BP, CRF-induced calcium fluorescence; inhibition, % at 11.8 µM; hit rate 0.59% among 350,000;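 active = inhibition of the ligand-induced calcium signal above about 50% at the single tested concentration, limit read from the data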
IDE act – IDE (human) activation, cell-based | P14735 | HEK cells, FAbeta-B cleavage, fluorescence polarization; 0% vehicle, 100% cell-free pure enzyme wells | activation, % at 5.96 µM | hit rate 0.073% among 340,000;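 active = activation above the mean of all tested compounds plus 3 SD, set per screening campaign, cut at about 17% in these data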
An asterisk follows results filed as active; / = not tested or not shown; [ ] = dose if it differs, or a comment.

PHOSPHO1 inh,CRFBP-R2 agonist,IDE cell inh,GalR3 antagonist,p-CIP stab down,MEKK3 PB1 HTS,M4 PAM,CRFR2-BP antag,IDE act,mol
24.1,0.5,-1.0,-5.8,-6.2,94.0,10.6,0.3,2.6,CC(Cc1cccs1)NC(=O)c1cccs1 (stereo unspecified)
28.0,0.0,-2.9,-2.2,-19.0,100.0,-1.2,-9.6,5.1,O=C(NCCCN1CCOCC1)c1ccc2nc(Cc3cccc(Cl)c3)oc2c1
-9.8,2.1,-0.1,-9.2,-2.6,100.0,11.2,-10.5,3.1,Cc1ccc(OCC(O)CN2CCN(CC(O)COC(C)C)CC2)c(C(C)(C)C)c1 (stereo unspecified)
52.6,1.7,-3.7,-0.3,1.4,101.0,-0.1,-1.8,-1.7,COc1ccc(-n2ncc(C(C)NS(=O)(=O)c3ccc(C)s3)c2C)cc1 (stereo unspecified)
-26.0,-0.7,10.5,0.8,-0.6,103.0,-0.4,0.6,-21.9,Cn1c(CNc2nc(-c3ccccc3)cs2)nnc1SCC(=O)OC1CCCCC1
3.4,5.6,-13.1,0.7,-6.8,85.0,0.6,-8.4,0.9,Cc1nn(Cc2ccc(Cl)c(Cl)c2)c(C)c1NC(=O)c1cc(-c2ccc3c(c2)OCO3)on1
12.2,-2.1,-5.6,-6.6,7.2,101.0,-4.3,13.5,1.5,COc1ccc(-c2cn[nH]c2-c2ccc(OCc3ccccc3F)cc2O)cc1OC
29.7,2.3,2.6,-2.9,-2.6,109.0,7.5,-6.7,2.5,NCCCC[C@H]1CNC(=O)C(=O)N1CCC12CC3CC(CC(C3)C1)C2
63.3*,3.2,3.0,-7.7,-3.2,97.0,-5.7,-46.4,-4.2,COc1ccc(CCNC(=O)COc2ccc(S(=O)(=O)NC3CCCCC3)cc2Cl)cc1
6.5,2.9,6.1,-11.9,-11.1,104.0,2.1,-8.2,4.3,Cc1cc(Cn2ccnc2)c(C)c([N+](=O)[O-])c1Cn1ccnc1
17.9,0.0,0.2,-7.8,-13.2,102.0,-4.1,-12.4,4.6,Cc1cc(NC(=O)CNCC(c2ccccc2)N(C)C)c([N+](=O)[O-])cc1C (stereo unspecified)
10.9,-1.5,-3.3,5.9,-13.0,96.0,13.8,-22.6,5.9,Cn1c(=O)n(Cc2ccccc2F)c(=O)c2c1nc1n2CCCN1CCc1ccccc1
10.3,0.6,1.9,-9.6,-4.7,100.0,0.1,-0.3,2.6,Cc1ccc(N(CC(=O)NCc2ccccc2)C(=O)c2csnn2)cc1
48.8,0.8,2.7,5.7,7.2,101.0,4.7,42.5,7.2,COc1ccc(NC(=O)C(=O)c2cn(CC(=O)N3CCOCC3)c3ccccc23)cc1OC
32.8,0.1,1.6,4.7,1.3,97.0,6.9,15.5,-4.4,COc1cccc(C(=O)Nc2c(C)nn(-c3ccccc3)c2C)c1

PHOSPHO1 inh,CRFBP-R2 agonist,IDE cell inh,GalR3 antagonist,p-CIP stab down,MEKK3 PB1 HTS,M4 PAM,CRFR2-BP antag,IDE act,mol
37.0,-0.9,0.5,-3.5,4.2,97.0,-4.6,22.7,1.1,CC(=O)NC(Cc1ccc(F)c(F)c1)C(=O)NC1CCN(c2nnnn2-c2ccccc2)CC1 (stereo unspecified)
/,1.0,-3.2,1.7,/,/,2.6,-10.5,0.2,COc1ccccc1CNC(=O)COC(=O)c1ccco1
-5.9,1.3,-5.1,0.0,-2.9,101.0,-1.5,-26.7,1.1,COc1ccc(N2CCN(CC(=O)c3c[nH]c4ccccc34)CC2)cc1
-4.6,0.4,-2.7,-2.8,1.4,86.0,-29.6,1.8,-4.0,CC1(C#CC[N+]2(C)CCCCC2)CCC2C(O1)c1ccccc1OC2(C)C (stereo unspecified)
/,-0.2,-4.2,-5.5,/,/,3.5,-2.3,1.0,CSc1ccccc1NC(=O)CN(C)C(=O)CNc1ccc(C(F)(F)F)cc1[N+](=O)[O-]
/,-4.1,2.1,4.1,/,78.0*[inhibitor],7.6,7.6,-2.8,C/C=C1\COC(C(=O)NCCCN2CCCC2=O)(C(F)(F)F)C=C1C=C(C)C (stereo unspecified)
4.5,1.3,6.2,-11.3,-1.5,89.0,-8.5,11.8,3.8,COc1ccc(CC(=O)NNS(=O)(=O)c2ccc3ccccc3c2)cc1OC
-4.5,0.1,1.8,-2.4,-9.0,112.0,-0.2,3.6,4.3,COc1ccccc1Nc1cc(C(=O)NCCCN2CCOCC2)c2ccccc2n1
/,-1.9,-0.5,0.2,/,/,8.4,2.9,-0.1,Cc1csc(=O)n1CC(=O)OCC(=O)NC(C)c1ccc(F)cc1 (stereo unspecified)
-35.9,-0.5,3.8,-5.3,1.2,103.0,-4.7,-10.9,4.0,Cc1ccc2c(COC(=O)c3n[nH]c4ccccc34)cc(=O)oc2c1
36.3,2.5,0.6,2.2,-11.9,96.0,-3.7,-3.9,2.8,CC1Cc2ccccc2N1Cc1nc2cc(C(F)(F)F)ccc2c(=O)[nH]1 (stereo unspecified)
19.9,-1.5,-3.3,-0.2,6.8,100.0,1.1,40.1,1.8,CC1(C)Cc2nc3sc(C(=O)NCCO)c(N)c3cc2CO1
3.4,-1.5,8.3,6.7,-2.7,99.0,6.0,6.8,-9.2,CCOC(=S)SCC(=O)Nc1nc(-c2ccccc2)cs1
-21.8,0.3,3.7,-6.9,-7.3,98.0,-3.1,27.2,6.8,CC(C)(C)c1ccc(C(CC(=O)O)NC(=O)c2ccccc2F)cc1 (stereo unspecified)
27.9,-0.4,2.7,-6.0,-4.8,95.0,3.5,8.8,4.3,COc1ccc(CC(NC(C)=O)C(=O)NC2CCN(S(=O)(=O)c3ccc(NC(C)=O)cc3)CC2)cc1 (stereo unspecified)

PHOSPHO1 inh,CRFBP-R2 agonist,IDE cell inh,GalR3 antagonist,p-CIP stab down,MEKK3 PB1 HTS,M4 PAM,CRFR2-BP antag,IDE act,mol
28.7,-0.7,1.6,-0.4,-14.6,101.0,4.3,19.0,2.0,O=C(CSc1nnc(-c2ccco2)o1)Nc1cccc([N+](=O)[O-])c1
-10.2,-4.7,-0.7,-4.9,-29.8,100.0,-7.9,5.1,1.5,CCOC(=O)c1cccc(NC(=O)CSc2nc3cccnc3n2C)c1
31.2,-0.4,4.5,1.6,3.7,109.0,9.1,-11.5,-0.7,CCOc1cc(NC(=O)CCl)c(OCC)cc1NC(C)=O
12.1,-1.4,0.7,5.1,-8.3,93.0,5.5,2.1,1.6,CCN(CC)CCNC(=O)/C(=C\c1cccn1C)NC(=O)c1cccs1
11.1,0.7,-0.4,-5.8,-3.6,97.0,14.0,2.8,-3.0,CC1(C)SC(=S)N(/N=C/c2ccc(O)cc2)C1N(O)C(=O)Nc1ccc([N+](=O)[O-])cc1 (stereo unspecified)
16.5,-0.1,2.0,-1.5,6.2,112.0,0.1,4.8,-0.1,C/C(=N\NC(=O)Cn1ccc(C(F)(F)F)n1)c1ccco1
/,1.7,-0.3,-6.8,3.0,110.0,-0.6,-4.7,-4.2,CS(=O)(=O)c1ccc(S(=O)(=O)N2CCC(CO)(CCCc3ccccc3)CC2)cc1
52.9,-3.0,11.2,-4.5,6.0,126.0,1.2,12.4,9.3,COc1ccc(Nc2nc3ccccc3c(=O)[nH]2)cc1
54.3,-0.7,1.7,12.3,-5.9,102.0,-4.9,-14.6,-8.2,CN(Cc1nccs1)C(=O)c1cc(COc2cccc3cnccc23)on1
16.6,0.2,2.4,-6.9,-0.1,100.0,-6.5,-3.2,3.7,Cc1c(Cl)cccc1NC(=S)N(Cc1cccs1)C1CCCC1
/,0.2,0.9,-4.4,/,/,17.6,-11.3,0.9,Cc1ccc(C(=O)OCC(=O)Nc2cc(C(C)(C)C)nn2-c2ccccc2)c(O)c1
-8.6,-0.3,1.2,3.3,8.6,95.0,9.3,24.4,-5.2,Cc1c(C(=O)NCCN2C(=O)S/C(=C\c3cccs3)C2=O)cccc1[N+](=O)[O-]
22.4,-6.4,-1.5,-2.5,-4.7,96.0,0.5,-28.4,5.9,CC(C)CCN(Cc1ccco1)S(=O)(=O)c1csc(C(N)=O)c1
15.7,-0.3,4.8,-1.6,-7.2,105.0,4.9,-38.2,6.0,CC1=NN2C(=N)/C(=C\c3cc(C)n(-c4ccc(C)cc4)c3C)C(=O)N=C2S1
20.0,3.3,-1.9,-3.5,3.3,102.0,-3.3,-9.2,2.8,CCCCCCc1nc2c(=O)[nH]c3ccccc3c2o1

PHOSPHO1 inh,CRFBP-R2 agonist,IDE cell inh,GalR3 antagonist,p-CIP stab down,MEKK3 PB1 HTS,M4 PAM,CRFR2-BP antag,IDE act,mol
/,-0.5,/,-6.6,/,/,-4.7,-9.7,/,C/C=C/c1cnc2c(c1)C(=O)N([C@H](C)CO)C[C@H](C)[C@@H](CN(C)C(=O)CN1CCOCC1)O2
12.0,0.0,-5.6,-9.5,-1.7,101.0,0.0,-4.6,0.4,CCC(=O)N1c2ccc(S(=O)(=O)NCc3ccco3)cc2CC1C (stereo unspecified)
1.0,-2.2,-2.0,2.2,-4.1,90.0,11.6,9.5,-3.3,CCCC(=O)Nc1ccc(N2CCN(S(C)(=O)=O)CC2)cc1
0.8,0.9,3.2,-2.8,-6.6,103.0,11.7,-15.6,2.4,Cc1nn2c(nc(N3CCOCC3)c3ccccc32)c1C=C(C#N)C#N
-16.5,2.8,5.6,-6.5,1.3,98.0,8.8,-11.0,-3.6,COc1ccc(Cl)cc1-c1nc(SCC(=O)N(C)C)n[nH]1
-13.5,-0.3,3.7,/,-0.3,113.0,-2.9,10.8,-3.7,O=C(NCc1ccc2[nH]c3c(c2c1)CCCC3)c1ccc(S(=O)(=O)N2CCCC2)cc1
/,0.4,/,-4.3,/,/,10.7,-18.6,/,COC(=O)C1=C(C)NC(=O)NC1c1ccc(OC)c(OC)c1 (stereo unspecified)

Grouped by structure, the entries above with a tert-butyl group (3)
PHOSPHO1 inh,CRFBP-R2 agonist,IDE cell inh,GalR3 antagonist,p-CIP stab down,MEKK3 PB1 HTS,M4 PAM,CRFR2-BP antag,IDE act,mol
-9.8,2.1,-0.1,-9.2,-2.6,100.0,11.2,-10.5,3.1,Cc1ccc(OCC(O)CN2CCN(CC(O)COC(C)C)CC2)c(C(C)(C)C)c1 (stereo unspecified)
-21.8,0.3,3.7,-6.9,-7.3,98.0,-3.1,27.2,6.8,CC(C)(C)c1ccc(C(CC(=O)O)NC(=O)c2ccccc2F)cc1 (stereo unspecified)
/,0.2,0.9,-4.4,/,/,17.6,-11.3,0.9,Cc1ccc(C(=O)OCC(=O)Nc2cc(C(C)(C)C)nn2-c2ccccc2)c(O)c1
